KAT2A inh = inhibitors of human GCN5L2 histone acetyltransferase. 0.21% of 390,000 active. GCN5L2 HAT assay, ThioGlo1 CoA-SH fluorescence. Potency, µM (highest dose often 58.9 µM), for the others: top-dose activity change, negative = inhibition, actives largely listed as inhibitors. AID 504327
Target sequence (Q92830 whole entry, looked up): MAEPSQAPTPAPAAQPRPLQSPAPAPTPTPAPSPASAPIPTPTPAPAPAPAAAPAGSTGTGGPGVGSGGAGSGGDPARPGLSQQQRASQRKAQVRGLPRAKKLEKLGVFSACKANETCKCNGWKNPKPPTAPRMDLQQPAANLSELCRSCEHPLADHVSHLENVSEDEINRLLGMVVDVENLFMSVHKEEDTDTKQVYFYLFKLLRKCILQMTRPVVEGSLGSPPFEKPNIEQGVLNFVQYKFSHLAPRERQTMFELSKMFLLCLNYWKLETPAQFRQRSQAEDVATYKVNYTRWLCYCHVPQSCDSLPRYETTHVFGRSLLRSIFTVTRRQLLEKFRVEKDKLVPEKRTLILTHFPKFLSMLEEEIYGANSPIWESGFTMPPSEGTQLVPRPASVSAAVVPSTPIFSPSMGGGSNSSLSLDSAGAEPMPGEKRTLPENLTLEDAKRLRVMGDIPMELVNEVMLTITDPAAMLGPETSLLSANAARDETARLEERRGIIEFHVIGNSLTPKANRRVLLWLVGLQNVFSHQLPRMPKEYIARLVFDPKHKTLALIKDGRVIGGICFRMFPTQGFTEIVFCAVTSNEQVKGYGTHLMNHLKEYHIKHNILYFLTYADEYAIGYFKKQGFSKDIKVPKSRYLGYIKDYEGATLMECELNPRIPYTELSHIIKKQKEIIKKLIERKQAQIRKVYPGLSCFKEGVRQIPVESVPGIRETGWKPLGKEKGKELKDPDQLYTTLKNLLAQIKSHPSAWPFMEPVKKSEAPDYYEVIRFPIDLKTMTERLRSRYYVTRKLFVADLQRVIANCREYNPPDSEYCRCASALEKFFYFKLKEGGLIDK
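GCN5L2 (20nM final) in 50mM HEPES, 0.1mM EDTA pH 7.5, 0.01% Tween-20 was preincubated 15 min at room temperature with compound, then given ThioGlo1 (50uM), H3(1-25) peptide (75uM) and acetyl-CoA (70uM); CoA-thiol fluorescence (Ex340/Em540) was read at 0 and 20 min.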
FEN1 inhibitor = blocks human flap endonuclease 1 | 0.35% of 390,000 active | Recombinant FEN1 flap cleavage, fluorescence, 15 min | AID 588795 | Potency, µM (titrated, usually from 114 µM), for inactives: at the top dose activity change, negative = inhibition, actives largely listed as inhibitors | P39748; further: nearly all actives have a fitted effect of over 65% in size
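Reaction started by adding substrate (50 nM final) to 10 nM enzyme after 15 min room-temperature compound preincubation. Reads at 0 and 15 min, with data normalized and fitted to a four-parameter Hill equation.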
DT40 TDP1 CPT = growth inhibition of DT40 Tdp1-/-;hTDP1 cells with camptothecin (screen for TDP1 inhibitors); Potency, µM (doses to about 46.2 µM), for inactives: top-dose activity change, negative = growth inhibition, usual class: inhibitors; AID 686979; 12% of 420,000 active; chicken DT40 Tdp1-/-;hTDP1 cells + 20 nM CPT, ATP luminescence, 48 h; further: nearly all actives have a fitted effect of over 55% in size
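Chicken DT40 Tdp1-/- cells complemented with human TDP1, 400 cells/well, exposed to compounds plus 20 nM camptothecin for at least 48 h at 37 C; viability read as ATP content by CellTiter-Glo luminescence.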
Active calls of the source: *; ? = inconclusive; . = no result given; [ ] = remark or other dose. The call rests on the fitted dose curve; in most records, active means well fitted curve in the direction sought with a large enough effect; inconclusive means small, poorly fitted or top-dose-only effect, or another doubt; inactive means no such curve, though single readings can be large; an effect the other way counts as inactive or inconclusive. On the % scale 0 is the no-effect control and ±100 the full control effect; potency means the concentration at half of the fitted maximal effect.

SMILES	KAT2A inh	FEN1 inhibitor	DT40 TDP1 CPT
COCC(=O)Nc1ccc(S(=O)(=O)NCC2CCCO2)cc1 (stereo unspecified)	-10%	-2%	6%
COc1ccc(NC(=O)CN(C)C(C)C(=O)NC(=O)NC2CCCCC2)cc1 (stereo unspecified)	-3%	-3%	?
Cc1ccc(Cn2c(=O)n(CC3CCC(C(=O)N4CCOCC4)CC3)c(=O)c3sccc32)cc1 (stereo unspecified)	-2%	-4%	21µM*
COc1ccc(-c2nc3cnc(N4CCNCC4)nc3n(CCc3ccccc3)c2=O)cc1	?	.	?
CCOc1ccccc1NC(=S)/C(=C(\[O-])c1ccc2c(c1)OCCO2)[n+]1ccc(CC)cc1	0%	-5%	21µM*
COC(=O)CC(=O)CSc1nc(C)cc(C)c1C#N	-8%	9%	29µM*
O=C(C[n+]1ccn(CCCNP2(=O)C=C(c3ccccc3)OC(c3ccccc3)=C2)c1)c1cccs1	-7%	-14%	15µM*
COC(=O)c1ccsc1NC(=O)CN1CCN(c2ccc(F)cc2)CC1	-11%	-4%	?
CCOc1ccc(-c2cnc(NCc3ccc(OC)cc3OC)n2C)cc1	-6%	-19%	?
CSCCC(NC(=O)c1ccccc1)C(=O)OCC(=O)NCc1ccco1 (stereo unspecified)	-10%	-4%	-8%
O=c1c2ccccc2nnn1CSc1nnc(-c2cccs2)n1Cc1ccccc1	-4%	-19%	29µM*
CCc1ccc(NC(=O)CN2CCSc3ccc(S(=O)(=O)N4CCCC4)cc32)cc1	-25%	-15%	.
CC(Oc1ccccc1F)C(=O)Nc1ccc(-c2nc3ccccc3s2)cc1 (stereo unspecified)	-5%	18%	-21%
COc1ccc(C(C[N+](=O)[O-])c2c(C)[nH]n(-c3ccccc3)c2=O)cc1 (stereo unspecified)	1%	?	13µM*
Cc1ccc(C(=O)Nc2cccc(S(=O)(=O)N3CCCCC3)c2)cc1[N+](=O)[O-]	-21%	1%	16µM*

Molecules shown so far containing a carbonyl joined to an NH by a bond outside any ring:
SMILES	KAT2A inh	FEN1 inhibitor	DT40 TDP1 CPT
COCC(=O)Nc1ccc(S(=O)(=O)NCC2CCCO2)cc1 (stereo unspecified)	-10%	-2%	6%
COc1ccc(NC(=O)CN(C)C(C)C(=O)NC(=O)NC2CCCCC2)cc1 (stereo unspecified)	-3%	-3%	?
COC(=O)c1ccsc1NC(=O)CN1CCN(c2ccc(F)cc2)CC1	-11%	-4%	?
CSCCC(NC(=O)c1ccccc1)C(=O)OCC(=O)NCc1ccco1 (stereo unspecified)	-10%	-4%	-8%
CCc1ccc(NC(=O)CN2CCSc3ccc(S(=O)(=O)N4CCCC4)cc32)cc1	-25%	-15%	.
CC(Oc1ccccc1F)C(=O)Nc1ccc(-c2nc3ccccc3s2)cc1 (stereo unspecified)	-5%	18%	-21%
Cc1ccc(C(=O)Nc2cccc(S(=O)(=O)N3CCCCC3)c2)cc1[N+](=O)[O-]	-21%	1%	16µM*

Additional entries
SMILES	KAT2A inh	FEN1 inhibitor	DT40 TDP1 CPT
C[C@]12CC[C@H](O)C[C@@H]1CC[C@@H]1[C@@H]2CC[C@@]2(C)[C@H]1CCC(=O)[C@]21CCCO1	-1%	-6%	?
O=C(Nc1cccc(Cl)c1Cl)c1ccc2c(c1)N(Cc1cccc(Cl)c1)C(=O)c1ccccc1S2=O (stereo unspecified)	-2%	-6%	-18%
O=C(Nc1ccccc1C(F)(F)F)C1CCN(S(=O)(=O)Cc2ccccc2)CC1	-6%	-9%	-15%
CCCc1cc(N2CCCC(C(=O)NCc3ccc4c(c3)OCO4)C2)n2ncnc2n1 (stereo unspecified)	-6%	-12%	-13%
CCNc1cc2n(c(=O)n1)CCc1cc(OC)c(OC)cc1-2	-3%	-4%	0%
Clc1ccccc1-c1nnc(-c2cccs2)o1	-1%	-7%	-30%
CC1Cc2ccccc2N1c1ncnc2c1nnn2Cc1ccccc1Cl (stereo unspecified)	2%	-4%	?
COc1ccc(CCN2C(=O)CS/C2=N/NC(=O)c2ccccc2F)cc1OC	0%	3%	?
CCCn1c(N)c(N(CCOC)C(=O)c2ccc(N3CCCC3=O)cc2)c(=O)[nH]c1=O	-1%	14%	-5%
O=C(COC(=O)c1ccncc1)c1ccc(Br)cc1	-5%	3%	-4%
O=C(O)CN=C1NC2(CCCCC2)Cc2ccccc21	-1%	3%	6%
CCN1CCN(c2nc(C)nc3c2sc(=S)n3C)CC1	0%	?	-4%
CCc1nc(SCC(=O)c2c[nH]c3ccccc23)n[nH]1	-6%	-4%	8%
CCc1nc(SCc2cccnc2)c(C#N)cc1C	-14%	-5%	-2%
Oc1cccnc1CCc1ccccc1	-5%	1%	13%
O=C(Nc1ccccc1[N+](=O)[O-])c1cc(S(=O)(=O)Nc2ccccn2)ccc1Cl	-4%	-3%	-16%
CC(C)Oc1cccc(C2NC(=O)c3ccccc3O2)c1 (stereo unspecified)	-5%	14%	-6%
Cc1ccc(C2c3[nH]c4ccccc4c3C[C@H]3C(=O)N(c4ccccc4C(=O)N4CCC[C@H]4C(=O)O)C(=O)N23)cc1 (stereo partly specified)	-10%	-3%	9%
Cc1ccc(N(C)S(=O)(=O)c2cccc(C(=O)NCC(c3ccco3)N3CCCC3)c2)cc1 (stereo unspecified)	-1%	-4%	?
O=C(O)C(CO)(c1ccccc1)c1ccccc1	3%	-1%	-6%
C/C(=N/NC(=O)c1cc(-c2cccc([N+](=O)[O-])c2)n[nH]1)c1cccc(O)c1	-14%	-13%	-1%
C[C@@H]1NC(=O)N(c2ccc(F)cc2)C1=O	3%	-8%	4%
CCOC(=O)c1c(SCC(=O)Nc2cccc(C)c2C)nc(=O)[nH]c1C	-1%	-4%	-25%
Cc1nnc(NC(=O)CSc2nnc(Cc3cccn3C)n2CCc2ccccc2)s1	-1%	-2%	-31%
OCCOCCn1c(C2CCCN2c2nc(-c3ccc(F)cc3)cs2)nc2cc(C(F)(F)F)ccc21 (stereo unspecified)	.	-15%	16µM*
Brc1cccc(C=Nc2cccc3ncccc23)c1	.	15%	1%
CS(=O)CCC(NS(=O)(=O)c1ccccc1)C(=O)O (stereo unspecified)	-2%	-3%	4%
CCCNC(=O)c1ccccc1NC(=O)c1cccc(-n2cnnn2)c1	-2%	-9%	?
O=C1Nc2ccccc2OC1CC(=O)N1CCN(c2cccc(C(F)(F)F)c2)CC1 (stereo unspecified)	?	-3%	?
CSc1ncc(Cl)c(C(=O)Nc2cccnc2)n1	?	15%	0%

Overlap with the part before: 2 compounds; new compounds follow.
SMILES	KAT2A inh	FEN1 inhibitor	DT40 TDP1 CPT
O=C1Nc2ccccc2OC1CC(=O)N1CCN(c2cccc(C(F)(F)F)c2)CC1 (stereo unspecified)	?	-3%	?
CSc1ncc(Cl)c(C(=O)Nc2cccnc2)n1	?	15%	0%
COc1ccccc1N1CCN(S(=O)(=O)c2cc(Br)cnc2N)CC1	-8%	-23%	?
CN(C)C(=O)CCc1ccc2c3c([nH]c2c1)[C@]1(CCC2CCCC2)[C@@H](C(=O)N2CCOCC2)C[C@H](CC(=O)NCC24CC5CC(CC(C5)C2)C4)C(=O)N1CC3	-1%	3%	?
COc1cccc(-c2nc(-c3ccccc3)nc(N3CCN(C)CC3)c2C#N)c1	-16%	?	?
CC(C)COP(=O)(c1ccc(N(C)C)cc1)C(O)c1ccccc1 (stereo unspecified)	5%	-8%	-4%
COc1ccc(C2C(C#N)=C(N)Oc3cc(C)n(Cc4ccncc4)c(=O)c32)cc1 (stereo unspecified)	-3%	-15%	4.6µM*
N#Cc1ccccc1OCC(=O)NNC(=O)c1ccncc1	-8%	-5%	-3%
COc1ccc(NC(=O)c2sc3nc[nH]c(=O)c3c2C)cc1Cl	2%	-2%	-5%
OC1CCCN(CC(O)COc2ccc(-c3ccccc3)cc2)C1 (stereo unspecified)	-6%	-3%	?
O=C(NCCCNC(=O)c1ccccn1)c1ccccn1	-12%	-4%	13%
FC(F)(F)c1cccc(N2CCc3cn[nH]c32)c1	-2%	-2%	0%
O=C(CNc1cc([N+](=O)[O-])ccc1NCCO)Nc1cccc(S(=O)(=O)N2CCCCC2)c1	-3%	11%	?
O=C1N/C(=N/S(=O)(=O)Cc2ccccc2)S/C1=C/c1ccc2c(c1)OCO2	-12%	4%	-24%
CCCN(C(=O)CCc1nc(-c2ccc(C)cc2)no1)c1ccc(OCC)cc1	-3%	?	16µM*
CCOCCCNC(=S)Nc1ccc2nc(N3CCCC3)cc(C)c2c1	-4%	12%	?
CSCc1cc(N2CCOCC2)nc(SCc2ccc(Cl)c(Cl)c2)n1	?	2%	21µM*

Overlap with the part before: 5 entries, then new ones.
SMILES	KAT2A inh	FEN1 inhibitor	DT40 TDP1 CPT
O=C(CNc1cc([N+](=O)[O-])ccc1NCCO)Nc1cccc(S(=O)(=O)N2CCCCC2)c1	-3%	11%	?
O=C1N/C(=N/S(=O)(=O)Cc2ccccc2)S/C1=C/c1ccc2c(c1)OCO2	-12%	4%	-24%
CCCN(C(=O)CCc1nc(-c2ccc(C)cc2)no1)c1ccc(OCC)cc1	-3%	?	16µM*
CCOCCCNC(=S)Nc1ccc2nc(N3CCCC3)cc(C)c2c1	-4%	12%	?
CSCc1cc(N2CCOCC2)nc(SCc2ccc(Cl)c(Cl)c2)n1	?	2%	21µM*
Oc1c(C(c2ccccn2)N2CCOCC2)ccc2cccnc12 (stereo unspecified)	-7%	3%	16µM*
CC(CCc1ccccc1)NC(=O)c1ccc(NC(=O)c2ccc(Cl)cc2Cl)cc1 (stereo unspecified)	37%[activator]	8%	1%
Cc1ccc2cc(/C=N/NC(=O)c3ccc(F)cc3)c(Cl)nc2c1	-5%	-2%	10%
O=C(Nc1ccc(Oc2c(F)c(F)c(F)c(F)c2F)cc1)OC1CCN2Cc3ccccc3N=C12 (stereo unspecified)	-4%	13%	5.2µM*
COCCN(C(=O)C(=O)NC1CCCC1)C(C(=O)NC1CCCC1)c1ccccc1F (stereo unspecified)	7%	7%	3%
O=C(Nc1sc2c(c1C(=O)NCC(O)CO)CCCC2)c1ccccc1 (stereo unspecified)	.	-7%	21%
Cc1ccc2c(c1)sc(C)[n+]2CCCS(=O)(=O)[O-]	-9%	0%	-1%
N#CCC(=O)N/N=C/c1ccc(OCC(=O)Nc2ccc(F)cc2)cc1	-10%	1%	-22%
Cc1cc(=O)oc2cc(OCC(=O)OCC(=O)Nc3ccccc3C(C)C)ccc12	1%	-2%	2%
CCOC(=O)N1CCN(C(=O)COc2ccc3c(c2)C(=O)CC2(CCN(C(C)=O)CC2)O3)CC1	-23%	1%	-24%
O=C(CNC(=O)c1cccc(F)c1)OCc1cc(=O)n2cc(Br)ccc2n1	-2%	-5%	-10%
O=C(COC(=O)CCOc1ccccc1)NCCc1ccccc1	-1%	-7%	-5%
Cc1nc(SCC(=O)Nc2nc3ccccc3s2)c(C#N)c(C)c1C	-2%	3%	?
COc1cc2nc(N3CCCCC3)nc(NC3CC3)c2cc1OC	.	?	13µM*
CCc1ccc(CNC(=O)C(CC)n2nc(C)c3c(C)n(-c4ccccc4)nc3c2=O)cc1 (stereo unspecified)	-12%	-3%	23µM*
CC1CCCCC1NC(=O)CN1C(=O)c2cccc(N)c2C1=O (stereo unspecified)	-9%	7%	4%
Cc1cc(C)cc(OCC(=O)NCc2nc(-c3ccccc3)no2)c1	-10%	-5%	-7%
CCOC(=O)N1CCN(CC(O)COc2c(OC)cccc2OC)CC1 (stereo unspecified)	-5%	10%	-6%
CCOC(=O)C1CCN(Cc2cnc(NC(=O)OC)s2)CC1	-8%	-2%	-8%
COc1cccc(CN2CCc3nc(Nc4ccc5c(c4)OCCO5)ncc3C2)c1OC	-9%	-17%	21µM*
Cc1ccccc1CC1(CO)CCCN(Cc2cn[nH]c2-c2ccccc2)C1 (stereo unspecified)	0%	-4%	8%
COc1cc2c(cc1OC)CN(C(=O)c1ccc(N3CCCC3)c([N+](=O)[O-])c1)CC2	2%	11%	21µM*
Cc1cc2nc(CCN(C(=S)NCC3CCCO3)C3CCCC3)[nH]c2cc1C (stereo unspecified)	12%	-19%	?
O=C(C=Cc1ccccc1)N1CCCCC1	.	12%	7%
CC(=O)C12CCCCC1CC1C3CC(C)C4(O)CC(=O)CCC4(C)C3CCC12C (stereo unspecified)	-6%	19%	?

These rows are one share of the data; count on the stated rates, not on these rows.
